# bCat nuc transl – alters nuclear translocation of beta-catenin in HeLa cells; nuclear translocation activity, % at 5 µM; hit rate 0.3% among 190,000; AID 1665; immunofluorescence imaging;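 active = nuclear translocation activity above 50% at 5 µM, with a well cell count of 50 or more; inconclusive = wells under 50 cells across six images, flagged as toxic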;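 note: per-cell ratio of nuclear to cytoplasmic median beta-catenin stain intensity; plate controls were DMSO negative control for no effect and GSK-3 inhibitor IX positive control for full effect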
#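 test system = HeLa cells, endogenous beta-catenin | dosing = single 5 µM dose plus 0.02–20 µM confirmation series | times = compound treatment 24 h, 37°C, 5% CO2 | technique = beta-catenin immunofluorescence imaging with DAPI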
# Autophagy mod – modulators of autophagy; MEF GFP-LC3 puncta imaging; test concentration mostly 10 µM; calls only at 10 µM (by protocol); hit rate 0.98% among 190,000; AID 463193;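 active = percentage of spot-positive cells more than 3 SD above its plate mean, without a fluorescence outlier flag or 80% toxicity; inconclusive = no clear call, values can overlap the other calls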;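 note: spot-positive cell cutoff set from DMSO-treated cells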
# Insulin prom up – MIN6 insulin promoter up-regulation; MIN6 insulin promoter-GFP reporter, high-content imaging; hits give high values; z-score at 5 µM; hit rate 0.3% among 190,000;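 active = z-score above 3 at 5 µM with at least 500 cells counted in the well; inconclusive = wells under 500 cells, flagged as cytotoxic or low count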
# P. falciparum M17LAP – P. falciparum M17LAP inhibitors, primary screen, biochemical, fluorogenic H-Leu-NHMec substrate, 1536-well (AID 1619); inhibition, % at 30 µM; hits with a dose series show IC50 in µM; hit rate 0.38% among 220,000; recombinant M17LAP, H-Leu-NHMec fluorogenic kinetic assay; higher % means a stronger effect;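 active = compound inhibiting the enzyme by more than half at any dose during confirmatory dose-response retesting; inconclusive = strong single-dose inhibitors picked by rank but not retested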;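 note: plate controls were full reaction with DMSO carrier for no effect and no enzyme background for full effect; strong numbers were not always called active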
# M1AAP inhibition – P. falciparum M1AAP inhibitors, biochemical, fluorogenic H-Leu-NHMec substrate, 1536-well (AID 1445). recombinant M1AAP, H-Leu-NHMec fluorogenic kinetic assay; higher % means a stronger effect. inhibition, % at 30 µM, or IC50 in µM where a hit was titrated. hit rate 0.42% among 220,000;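 active = primary inhibition above the hit cutoff, then over 50% inhibition at one or more dose response concentrations, cut at about 23% in these data, passing the limit was not always enough; inconclusive = conflicting primary data, or primary hits not chosen for dose response; inactive = low primary inhibition, or under 50% at every dose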;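 note: plate controls were DMSO full reaction for no effect and no enzyme background for full effect; strong numbers were not always called active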
# CSM14.1 death rescue – protection against thapsigargin-triggered cell killing – 384-well, CSM14.1, ATP luminescence, primary screen (AID 1222). 190,000 tested, under 10 active. cellular ATP content (survival), % at 20 µM, or EC50 in µM where a hit was titrated. CSM14.1 thapsigargin-induced death rescue, ATP luminescence; higher % means a stronger effect;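 active = EC50 below 50 µM in the dose-response confirmation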;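 note: death triggered by thapsigargin at about 15 µM added after 2 h compound pretreatment; cell ATP read after overnight thapsigargin exposure of roughly 18 to 22 hours; normalized against plate controls of thapsigargin alone and 5% DMSO vehicle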
# MT stabilizer – microtubule stabilization, imaging screen | HeLa tubulin immunostaining HCS, 24 h; share of cells brighter than vehicle mean+2SD | % tubulin-high responders, % at 10 µM | hit rate 0.83% among 200,000 | AID 2205;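 active = plate Z-score above 3 for both tubulin-high and condensed-nucleus cell shares, with cell loss under 80%, at 10 µM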;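 note: anti alpha tubulin signal scored within the nucleus-defined area of each cell; some results filed as inactive read as strong as hits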
# K1F lysis inhibition – inhibition of K1F phage lysis, E. coli UTI89, bacterial capsule biogenesis inhibitors, alamar blue (AID 488966) | E. coli UTI89 K1F phage lysis, alamar blue, 2 h; higher % means a stronger effect | inhibition, % at 100 µM, or IC50 in µM where a hit was titrated | hit rate 0.02% among 340,000;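 active = phage lysis inhibition, versus mean bacterial control, above a set limit; inconclusive = no clear call, values can overlap the other calls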;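 note: capsule biogenesis inhibitors block K1F phage lysis so surviving cells raise fluorescence; higher fluorescence means more inhibition of phage lysis; actives were called in the ten point dose series up to 300 µM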
# Dynein cargo inh – dynein cargo transport inhibition. hit rate 0.47% among 220,000. 3617.4 mouse cells, GR-EGFP nuclear translocation imaging; test concentration mostly 20 µM; stimulated with dexamethasone, 1 µM; hits give low values. z-score, hits read low;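 active = plate z-score of nuclear minus cytoplasmic receptor signal below a set negative limit, without overly bright fluorescence or cell loss, cut at about -3.5 in these data, passing the limit was not always enough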;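 note: z-score of nuclear minus cytoplasmic ring GR-EGFP intensity difference per well; some compounds called inactive have numbers as strong as hits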
#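 Medium: Induction medium lacking tetracycline, stripped serum | Probe or stimulus: 1.0 µM final dexamethasone stimulus | Schedule: 48 h induction, then 1 h compound, then 30 min agonist, 37 °C | Signal: Automated 10x imaging of fixed Hoechst-stained cells | Evaluation: Per-cell GR-EGFP intensity, nucleus versus surrounding cytoplasmic ring, well-averaged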
# Dynein cargo inh cytoplasmic EGFP – recorded beside Dynein cargo inh, whose call it bears; z-score; measured here: cytoplasmic GR-EGFP intensity; hits give high values
# Dynein cargo inh nuclear GR-EGFP – also measured in Dynein cargo inh; calls as there; z-score; measured here: nuclear GR-EGFP intensity;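 lower value marks the stronger effect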
# Dynein cargo inh cell count – also measured in Dynein cargo inh; calls as there; z-score; measured here: cell count per field
# Insulin prom up cell count – also measured in Insulin prom up; calls as there; cell count; measured here: cytotoxicity, nuclei count;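 total cells summed across four imaged fields per well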
# bCat nuc transl cell count 5 µM – also measured in bCat nuc transl; calls as there; cell count; measured here: cell count, cytotoxicity flag
# MT stabilizer Hoechst-high % – second read-out of MT stabilizer, no call of its own (marks repeat the call); % Hoechst-high responders; measured here: nuclear condensation Hoechst responders;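 share of cells brighter than vehicle mean plus two SD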
# MT stabilizer cytotoxicity % – further read-out of MT stabilizer, marked with its call; toxicity, %; measured here: cytotoxicity by cell density;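 0% = mean cell density of plate MIN control wells and 100% = no cells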
# Autophagy mod cell loss 18 h – recorded beside Autophagy mod, whose call it bears; toxicity, %; measured here: cell loss, nuclei count;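 cell loss after 18 h compound exposure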
# * hit, by the source's call; i = inactive; ? = inconclusive; nt = not tested or not shown; [ ] = another dose, or the depositor's remark.
SMILES,bCat nuc transl,bCat nuc transl cell count 5 µM,Autophagy mod,Autophagy mod cell loss 18 h,Insulin prom up,Insulin prom up cell count,P. falciparum M17LAP,M1AAP inhibition,CSM14.1 death rescue,MT stabilizer,MT stabilizer Hoechst-high %,MT stabilizer cytotoxicity %,K1F lysis inhibition,Dynein cargo inh,Dynein cargo inh cytoplasmic EGFP,Dynein cargo inh nuclear GR-EGFP,Dynein cargo inh cell count
CN1CCCN(C(=O)CNC(=O)Cc2ccccc2)CC1,-3.7,1024,i,13,1,1230,0%,-1%,-0.2%,3.5,3.3,5.2,0.0%,1.1,-0.35,0.94,-0.069
CC1(C)Cn2c(nnc2-c2ccccc2)S1,nt,nt,i,3,-0.18,933,7%,4%,-0.4%,1.1,0.7,5.4,0.5%,-0.73,0.096,-0.062,0.18
O=C(N/N=C/c1ccc[nH]1)c1cc(-c2cccs2)nc2ccccc12,0.1,983,i,-18,-0.61,1659,2%,9%,0.0%,4.1,2.8,4.6,-0.3%,-0.64,-0.27,-0.32,0.35
N#Cc1c(NC(=O)CSc2n[nH]c(Cc3ccccc3)n2)oc(-c2ccccc2)c1-c1ccccc1,-0.4,1148,i,-11,-0.88,1302,-6%,-10%,-1.1%,4.0,2.2,6.6,0.0%,0.35,-0.21,0.62,-0.57
O=C(NCc1ccco1)C(c1cccs1)N(Cc1ccccc1)C(=O)Cn1nnc2ccccc21 (stereo unspecified),-2.6,860,i,5,nt,nt,-4%,5%,-0.3%,3.4,2.2,11,0.1%,-0.35,-0.22,-0.011,0.33
CC(=O)NCCc1ccc(S(=O)(=O)NCc2ccc3c(c2)OCO3)cc1,-4.2,1219,i,-11,-0.3,1238,-3%,2%,1.0%,2.8,1.7,8.2,0.1%,-0.47,0.61,0.13,0.34
CN(c1ccc(OCC(=O)OCC(=O)NCc2ccco2)cc1)S(=O)(=O)c1ccc2ccccc2c1,0.0,1142,i,-4,-0.03,1169,3%,4%,0.2%,6.1,1.9,6.1,1.5%,0.63,-0.31,0.61,-0.44
C/C(=N\Nc1nc2ccccc2s1)c1ccc2c(c1)OCO2,-0.4,971,i,6,-0.16,1271,3%,9%,10%,1.8,4.9,5.0,0.1%,-1.3,0.23,-0.7,0.93
O=c1[nH]c(CSc2nc3ccccc3s2)nc2ccccc12,0.2,1259,nt,nt,0.27,957,6%,15%,nt,nt,nt,nt,0.0%,-0.27,0.043,0.76,-0.43
Cc1ccc(-c2nn3c(C)nnc3s2)cc1NC(=O)COc1ccc(Cl)cc1,nt,nt,i,1,0.74,955,20%,14%,-1.0%,5.4,2.7,1.8,4.3%,-0.12,-0.26,0.088,0.21
O=c1[nH]c(SCc2ccc(Cl)cc2)nc2[nH]ncc12,0.6,1062,i,-4,-0.66,1297,2%,10%,-1.0%,3.7,1.4,9.9,0.1%,-0.72,-0.3,-0.25,0.76
Cc1ccc(-c2c[nH]c(=S)n2-c2ccccc2)cc1,-0.2,1117,i,0,-0.23,1185,2%,2%,1.7%,9.7,1.5,7.3,0.2%,-0.57,-0.31,-0.044,-0.29
CCOC(=O)C1CCCN(C2CC(=O)N(c3ccc(NC(C)=O)cc3)C2=O)C1 (stereo unspecified),-0.7,1087,i,26,-0.3,1230,-2%,3%,1.2%,7.8,1.2,5.7,3.2%,-0.085,-0.19,0.1,-0.15
O=C(Oc1ccc(Cl)cc1N1C(=O)CCC1=O)c1ccco1,-0.5,1075,i,1,-0.58,1921,1%,2%,0.0%,2.3,1.8,18,0.8%,-0.33,-0.26,-0.053,1.2
CC(=O)OC1CCC2(C)C(=CCC3C2CCC2(C)C3CC3OC4(CCC(C)CN4)C(C)C32)C1 (stereo unspecified),-0.7,1368,nt,nt,2.4,837,4%,-3%,nt,nt,nt,nt,8.8%,1.4,-0.13,1.5,-2.2
CCC(C)C(=O)Nc1nc(C)c(-c2csc(Nc3cc(OC)ccc3OC)n2)s1 (stereo unspecified),5.5,958,i,-3,-1.8,1192,5%,5%,0.0%,3.1,1.4,11,0.8%,0.55,-0.21,0.55,-0.91
CCCCNC(=O)CCn1c(=O)c2ccccc2n(Cc2ccc(F)cc2)c1=O,-1.2,902,i,11,-0.08,1266,19%,0%,-1.9%,3.0,2.9,4.6,1.7%[50 µM],-1,-0.22,-0.72,1.1
O=C(c1ccccc1)c1ccc(OCCO)cc1,-0.6,968,i,-10,-0.07,1477,-9%,5%,1.4%,3.2,1.5,2.3,-0.5%,-0.51,-0.29,-0.03,0.98
CCCOc1c(Br)cc(C(N)=O)cc1OCC,-0.2,1435,i,7,-0.24,1447,-3%,2%,-1.9%,3.6,3.0,0.6,0.1%,0.077,-0.27,0.35,0.23
O=C(NNC(=S)NC1CCCCC1)c1cccc(S(=O)(=O)Nc2ccccc2Cl)c1,-1.9,930,i,-1,nt,nt,6%,?,0.0%,3.1,2.6,6.2,0.4%,-0.75,-0.29,-0.51,0.79
Cc1ccc2[nH]c(=O)c(CN(Cc3ccco3)S(=O)(=O)c3c(C)ccc4nsnc34)cc2c1,0.4,1127,i,6,0.72,1223,-3%,24%*,1.4%,2.7,1.5,8.0,3.7%,-0.85,-0.22,-0.26,1
COc1ccc(Oc2nc(-c3ccccn3)nc3ccccc23)cc1,-1.3,1116,nt,nt,-0.32,1051,10%,1%,nt,nt,nt,nt,nt,1.2,-0.13,0.48,-0.56
CC(=O)c1ccc(NC(=O)/C(=C\c2ccccc2)NC(=O)c2ccco2)cc1,-1.8,1139,i,-2,0.5,1234,11%,0%,-1.1%,4.0,3.0,1.3,nt,-0.54,-0.19,-0.36,0.35
Cc1c(Br)c([N+](=O)[O-])nn1C(C)C(=O)NCc1cccnc1 (stereo unspecified),3.5,952,i,-3,0.24,831,-3%,1%,4.7%,1.1,1.0,5.8,0.4%,0.033,0.19,-0.054,-1.4
O=C(CSc1nnc(CNC(=O)c2cccs2)o1)NC1CCCC1,-1.8,1026,i,0,0.52,1147,0%,-1%,0.0%,3.2,1.4,2.7,-1.0%,-0.51,-0.25,-0.38,0.9
COCCNC(=O)c1c(CSc2ccc(F)cc2)noc1C(=O)NCc1ccccc1,-0.7,1355,i,-23,-0.36,1532,-1%,3%,-2.2%,2.4,2.2,6.7,0.1%,-0.03,-0.19,0.41,0.65
Cc1ccc(C)c(S(=O)(=O)Nc2ccccc2C(=O)Nc2ccc(S(=O)(=O)Nc3ncccn3)cc2)c1,nt,nt,i,9,0.5,1367,-5%,15%,-7.4%,2.9,2.9,6.3,i,0.15,0.96,-0.17,-0.12
N#C/C(=C\Nc1ccc2c(c1)OCCO2)c1nc(-c2ccccc2)cs1,-0.9,938,i,-1,-1.8,1174,-7%,9%,-3.0%,4.1,1.6,4.7,0.6%,0.77,-0.21,0.65,-0.37
CC(C)Sc1ccc(C(=O)Nc2ccc(F)cc2F)cn1,-3.7,1089,i,-2,-0.19,1649,0%,0%,-1.1%,5.4,2.5,9.1,0.5%,0.6,-0.26,0.72,-0.7
COc1ccccc1OCc1nnc(SCC(=O)Nc2ccc(C)cc2)n1C,-3.5,952,i,21,0,1384,2%,0%,0.2%,2.1,3.4,19,0.8%,-0.00097,-0.35,0.31,0.67
CCOC(=O)c1sc(NC(=O)CSc2nnc(-c3ccc(OC)cc3)n2CCOC)nc1C,-0.9,1154,i,-2,-0.73,1006,17%,4%,1.7%,1.8,1.5,21,-0.4%,0.15,-0.26,0.044,-0.13
CCn1ccnc1CNC(=O)CC1C(=O)NCCN1Cc1ccc(OC)cc1OC (stereo unspecified),0.8,1309,nt,nt,0.63,914,0%,-4%,nt,nt,nt,nt,0.0%,-0.63,-0.2,0.0034,1.3
Clc1ccccc1-c1nnc2n1-c1ccccc1SC2,1.8,1334,nt,nt,-0.44,1071,-2%,1%,nt,nt,nt,nt,-0.5%,-0.39,0.35,-0.42,1
CCOc1ncccc1C(=O)OCC(=O)N(CC(C)C)C1CCS(=O)(=O)C1 (stereo unspecified),-1.8,1044,i,-1,0.3,1259,-6%,1%,0.3%,3.2,2.1,6.4,-0.8%,-0.13,-0.15,-0.36,0.1
COc1ccc(NS(=O)(=O)c2ccc(N3CCOCC3)c(NC(=O)c3ccc(OC)cc3)c2)cc1,-2.4,557,i,-8,-0.28,1252,7%,1%,0.9%,3.2,2.6,11,2.2%,-0.26,-0.3,-0.062,-0.034

# Source: PubChem BioAssay (several laboratories)
